Assay outcomes as filed in PubChem BioAssay.
Coupling enz: counter-screen for Giardia aldolase inhibitors: coupling enzyme system; activity change, negative = inhibition, % at 58.2 µM, hits read low; AID 2472; actives 0.67% (n = 290,000); coupling enzyme system counterscreen, AmpLite Red fluorescence; in the data active = activity change below about -30%; also: % is scaled to controls: 0 for no effect and ±100 for the full control effect
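First, compound is pin-transferred into glyceraldehyde-3-phosphate coupling-enzyme reagent at 57.5 uM final and held 10 min at RT. Next, substrate, coupling system and AmpLite Red are added. After 20 min RT, fluorescence (525/598 nm) is read.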
TRPV1 ag: agonists of human vanilloid receptor 1 (TRPV1). Q8NER1. TRPV1-expressing cells, Fluo-8 calcium influx, agonist mode. activation, % at 8.33 µM. actives 0.19% (n = 320,000). AID 540275; in the data active = activation above about 80%; inconclusive = between about 30% and that limit; also: 0% is about no effect
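TRPV1-expressing cells were cultured overnight at 35.5C and loaded with Fluo-8 calcium dye for 40 to 90 min at room temperature. After a 10 s baseline, compound was added and calcium influx was read kinetically for 3 min (ex 480/em 520 nm).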
ASM inhibitor: blocks human secretory acid sphingomyelinase; P17405; placental ASM, HMU-PC fluorogenic substrate, 60 min; Potency, µM (doses to about 57.5 µM), for the others: top-dose activity change, negative = inhibition, actives largely listed as inhibitors; actives 0.006% (n = 340,000); AID 504937; also: potency is read from the fitted curve at half-maximal effect
Target sequence (P17405 47-631 limits assumed): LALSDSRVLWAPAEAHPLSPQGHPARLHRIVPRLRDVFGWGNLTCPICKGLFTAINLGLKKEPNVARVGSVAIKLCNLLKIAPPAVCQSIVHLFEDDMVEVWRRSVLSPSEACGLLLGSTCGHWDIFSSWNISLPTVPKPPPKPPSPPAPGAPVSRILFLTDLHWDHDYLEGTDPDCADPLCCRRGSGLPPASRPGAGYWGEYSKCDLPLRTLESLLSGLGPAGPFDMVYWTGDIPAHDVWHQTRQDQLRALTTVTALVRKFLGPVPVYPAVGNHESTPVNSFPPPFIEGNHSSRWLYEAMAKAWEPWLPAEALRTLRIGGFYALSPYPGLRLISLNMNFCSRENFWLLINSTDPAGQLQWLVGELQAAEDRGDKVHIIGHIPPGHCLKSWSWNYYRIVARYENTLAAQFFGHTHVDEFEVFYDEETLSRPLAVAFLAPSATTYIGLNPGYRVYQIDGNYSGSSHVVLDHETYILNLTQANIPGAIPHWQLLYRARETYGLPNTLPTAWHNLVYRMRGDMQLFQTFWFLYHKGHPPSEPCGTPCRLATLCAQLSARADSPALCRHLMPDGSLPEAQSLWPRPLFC
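Steps: dispense placental human ASM, pin compound, wait 10 min at room temperature, add HMU-PC0 substrate at 9 uM final, incubate 60 min at 37 °C, add stop solution raising pH to 10, read fluorescence.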
A-T KAP1 phos: potential ataxia-telangiectasia treatments restoring KAP-1 phosphorylation. […] A-T fibroblasts, KAP-1 phosphorylation AlphaLISA; neocarzinostatin DNA damage 30 min before lysis. AID 485349. Potency, µM (series often up to 57.5 µM), for the others: at the top dose activation, hits mostly activators. actives 0.19% (n = 320,000); also: potency is read from the fitted curve at half-maximal effect; % of control where 0% means no effect; nearly all actives have a fitted effect of over 45% in size
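hTERT-immortalized A-T patient fibroblasts ([…]), 500 cells/well in OPTI-MEM, 1% FBS, got compounds for 60 min, then NCS for 30 min at 37C. Lysates were then assayed for phospho-KAP-1 by AlphaLISA (anti-pKAP1 donor, anti-KAP1 acceptor beads), 6 hr at 25C.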
Starred values were filed as active, the others as inactive; ? = inconclusive; . = not tested or not shown; & = joins results of further samples; [ ] = dose if it differs, or a comment. Unless noted, calls follow the shape of the dose curve; as a rule, active = well fitted curve in the direction sought with a large enough effect; inconclusive = small, poorly fitted or top-dose-only effect, or another doubt; inactive = no such curve, though single readings can be large; an effect the other way counts as inactive or inconclusive.

1	CCc1cccc(NC(=O)CSc2nc3ccccc3nc2N2CCCCC2)c1
2	COc1ccc(S(=O)(=O)Nc2cccc3cccnc23)c(N)c1
3	CCOc1cc2sc(N3CCC(C(=O)Nc4ccc(C)cc4)CC3)nc2cc1Br
4	COc1ccc(C2=CC(c3cccc(C)c3)n3nnnc3N2)cc1 (centres undefined)
5	Oc1ccccc1C1C=C(c2ccc3c(c2)OCO3)NC(c2ccc(F)c(Br)c2)N1 (centres undefined)

Compound	1	2	3	4	5
Coupling enz	.	.	.	.	.
TRPV1 ag	?	8	-2	-1	24
ASM inhibitor	.	.	.	.	.
A-T KAP1 phos	.	.	.	.	.

6	Cc1ccc(OCC(=O)Nc2ccc(-c3nc4ccc(C)cc4o3)cc2)cc1
7	Oc1c(C(Nc2ccccn2)c2ccccc2F)ccc2cccnc12 (centres undefined)
8	O=C(Cn1c(=O)c(CNc2ccccc2)cc2cc3c(cc21)OCCO3)Nc1ccccc1Cl
9	Cc1ccc2scc(N3CCN(c4cccc(C(F)(F)F)c4)CC3)c(=O)c2c1
10	Cc1ccc(OCCn2c(CCNC(=O)C3CCCCC3)nc3ccccc32)cc1

Compound	6	7	8	9	10
Coupling enz	.	.	.	.	.
TRPV1 ag	0	0	4	2	21
ASM inhibitor	.	.	.	.	.
A-T KAP1 phos	.	.	.	.	.

11	CCCCn1c(SCC(=O)NCCCOC)nc2c(sc3ccccc32)c1=O
12	Cc1ccccc1OCCn1c(CCNC(=O)C2CCCCC2)nc2ccccc21
13	Cc1ccc(OCC(=O)Nc2nnc(SCc3cc(=O)n4cccc(C)c4n3)s2)cc1
14	O=C(Nc1nc2nc(-c3ccccc3)cc(=O)n2[nH]1)c1ccc(Cl)cc1
15	Cc1ccc(C)c(CN2C(=O)c3ccccc3Sc3ccc(C(=O)NCc4ccc5c(c4)OCO5)cc32)c1

Compound	11	12	13	14	15
Coupling enz	.	.	.	.	.
TRPV1 ag	4	14	0	0	?
ASM inhibitor	.	.	.	.	.
A-T KAP1 phos	.	.	.	.	.

16	CC(C)=CCC/C(C)=C/COc1c2ccoc2cc2oc(=O)ccc12
17	O=C(Nc1cccc(-c2nc3ccccc3o2)c1)c1cc([N+](=O)[O-])ccc1N1CCOCC1
18	O=S(=O)(Nc1cc(Br)cc2cccnc12)c1ccccc1
19	COc1ccc(CN2CCc3nc(Nc4ccccc4)ncc3C2)c(OC)c1OC
20	Cc1ccc(S(=O)(=O)Cc2nc(-c3ccc(C(=O)NCc4ccccc4F)cc3)oc2C)cc1

Compound	16	17	18	19	20
Coupling enz	.	.	.	.	.
TRPV1 ag	?	8	19	3	4
ASM inhibitor	.	.	.	.	.
A-T KAP1 phos	.	.	.	.	.

21	CCOC(=O)c1cc(OC(=O)c2ccccc2Cl)n(-c2ccccc2)n1
22	COc1ccc(-c2nc3ccccc3s2)cc1NC(=O)COc1cccc(C)c1
23	Cc1cc(C)cc(OCCCn2c(CCNC(=O)C3CCCCC3)nc3ccccc32)c1
24	CC(C)c1ccc(C2C3=C(CC(c4ccco4)CC3=O)Nc3nc(C(F)(F)F)nn32)cc1 (centres undefined)
25	Cc1ccc(Cn2c(CO)cnc2SCC(=O)Nc2ccc(C)c(Cl)c2)cc1

Compound	21	22	23	24	25
Coupling enz	.	.	.	.	.
TRPV1 ag	-1	2	24	1	15
ASM inhibitor	.	.	.	.	.
A-T KAP1 phos	.	.	.	.	.

26	O=C(Nc1cccc2cccnc12)c1ccccc1
27	Cc1ccc2ccc3c(c2n1)NS(=O)(=O)c1ccc(C(F)(F)F)cc1-3
28	Oc1ccc(Br)cc1C1C=C(c2ccc3c(c2)OCO3)NC(c2cccc(F)c2)N1 (centres undefined)
29	CCOc1ccc(NC(=O)c2nc(S(=O)(=O)Cc3ccccc3F)ncc2Cl)cc1
30	COc1ccc(-c2c(C)nn3c(-c4ccccc4)cc(-c4ccccc4)nc23)cc1OC

Compound	26	27	28	29	30
Coupling enz	.	.	.	.	.
TRPV1 ag	7	6	?	1	-3
ASM inhibitor	.	.	.	.	.
A-T KAP1 phos	.	.	.	.	.

31	O=C(Nc1ccc2nc(-c3ccco3)c(-c3ccco3)nc2c1)N1CCCC1
32	COc1ccc(NC(=O)CSc2nc3c(oc4ccccc43)c(=O)n2Cc2ccco2)cc1Cl
33	O=C(Nc1cccc2cccnc12)c1ccc(F)cc1
34	Cc1ccc2ccc3c(c2n1)NS(=O)(=O)c1ccccc1-3
35	Oc1ccccc1C1C=C(c2ccc3c(c2)OCO3)NC(c2c(F)cccc2Cl)N1 (centres undefined)

Compound	31	32	33	34	35
Coupling enz	.	.	.	.	.
TRPV1 ag	-3	5	0	-2	3
ASM inhibitor	.	.	.	.	.
A-T KAP1 phos	.	.	.	.	.

36	O=S(=O)(NCCc1cn(S(=O)(=O)c2ccccc2)c2ccccc12)c1ccccc1
37	COc1ccc(S(=O)(=O)Nc2cccc3ccccc23)cc1
38	CCc1ccc(C(=O)c2c(N)c(-c3nc(-c4ccc5c(c4)OCO5)cs3)c3ccccn23)cc1
39	CC(=O)Nc1ccc2nc3c(=O)[nH]c(=O)[nH]c3nc2c1
40	COc1ccc(-c2nc3ccccc3o2)cc1NC(=O)COc1ccc(C(C)(C)C)cc1

Compound	36	37	38	39	40
Coupling enz	.	.	.	.	.
TRPV1 ag	3	-2	3	6	4
ASM inhibitor	.	.	.	.	.
A-T KAP1 phos	.	.	.	.	.

41	COC(=O)c1c(NC(=O)CCCOc2ccc(C(C)(C)C)cc2)sc2c1C(C(=O)OC)CC2 (centres undefined)
42	COc1ccc(NC(=O)c2cccn2-c2nnc(N3CCCCC3)s2)cc1
43	COC(=O)c1c(NC(=O)CCCOc2ccc(C)cc2)sc2c1C(C(=O)OC)CC2 (centres undefined)
44	COc1ccccc1CNS(=O)(=O)c1ccc2[nH]c3c(c2c1)CCCCC3
45	Oc1ccc(Cl)cc1C1C=C(c2ccc3c(c2)OCO3)NC(c2ccc(F)c(Br)c2)N1 (centres undefined)

Compound	41	42	43	44	45
Coupling enz	.	.	.	.	.
TRPV1 ag	14	3	22	11	6
ASM inhibitor	.	.	.	.	.
A-T KAP1 phos	.	.	.	.	.

46	Cc1ccc(NC(=O)c2c(NC(=O)Cc3ccccc3)sc3c2CCCC3)cc1
47	O=C(CSc1ncccc1C(=O)Oc1ccccc1Cl)Nc1ccccc1Cl
48	CCCCC(CC)CNC(=O)c1ccc2c(=O)n(CCOC)c(=O)[nH]c2c1 (centres undefined)
49	COc1ccc(C(=O)c2sc3nc(-c4ccc(C)cc4)cc(C(F)(F)F)c3c2N)cc1
50	CCc1nc(-c2cc(S(=O)(=O)N3CCN(c4ccccc4F)CC3)ccc2OC)no1

Compound	46	47	48	49	50
Coupling enz	.	.	.	.	.
TRPV1 ag	?	-1	2	0	7
ASM inhibitor	.	.	.	.	.
A-T KAP1 phos	.	.	.	.	.

51	O=C(NCc1ccccc1Cl)c1ccc(Nc2nc3ccccc3n3nnnc23)cc1
52	NC(=O)C1CCN(c2nc(-c3cc4ccccc4o3)cs2)CC1
53	C=CCNc1oc(-c2ccc(-c3ccccc3)cc2)nc1C#N
54	Oc1cc(NCc2ccc(Cl)cc2)cc2cccnc12
55	Cc1nc(SCc2nc3ccc([N+](=O)[O-])cc3[nH]2)c2oc3ccccc3c2n1

Compound	51	52	53	54	55
Coupling enz	.	.	.	.	.
TRPV1 ag	3	.	.	.	.
ASM inhibitor	.	-5%	-14%	2%	-25%
A-T KAP1 phos	.	15%&11%	-24%	-5%&-4%	0%

56	CCOC(=O)CC(=O)Nc1ncnc2c1C(c1ccccc1)c1c(ccc3ccccc13)O2 (centres undefined)
57	Cc1nc(SCc2nc3ccc(C(F)(F)F)cc3[nH]2)c2oc3ccccc3c2n1
58	Cc1nc(SCc2nc3ccc(C(=O)c4ccccc4)cc3[nH]2)c2oc3ccccc3c2n1
59	C[C@@H]1CN(S(=O)(=O)c2c(F)cccc2F)CCN1S(=O)(=O)c1ccc2c(c1)OCCO2
60	Clc1ccccc1-c1ccc2ncnc(NCc3cccs3)c2c1

Compound	56	57	58	59	60
Coupling enz	.	.	.	.	.
TRPV1 ag	.	.	.	.	.
ASM inhibitor	?	-28%	-11%	0%	-17%
A-T KAP1 phos	31%	2%	5%	1%	10%&6%

Four compounds drawn at random from those above:
56	CCOC(=O)CC(=O)Nc1ncnc2c1C(c1ccccc1)c1c(ccc3ccccc13)O2 (centres undefined)
60	Clc1ccccc1-c1ccc2ncnc(NCc3cccs3)c2c1
57	Cc1nc(SCc2nc3ccc(C(F)(F)F)cc3[nH]2)c2oc3ccccc3c2n1
59	C[C@@H]1CN(S(=O)(=O)c2c(F)cccc2F)CCN1S(=O)(=O)c1ccc2c(c1)OCCO2

Compound	56	60	57	59
Coupling enz	.	.	.	.
TRPV1 ag	.	.	.	.
ASM inhibitor	?	-17%	-28%	0%
A-T KAP1 phos	31%	10%&6%	2%	1%

Further entries follow:
61	Cc1cc2c(s1)c1cnn(-c3ccccc3)c(=O)c1n2C
62	O=C(OCC#CCSc1nnc(-c2cccc3ccccc23)o1)c1cc2ccccc2o1
63	CC(=O)N1CCN(c2ccc(NCc3ccc(-c4cccc(Cl)c4)o3)cc2)CC1
64	Oc1cc(-c2ccncc2)cc2cccnc12
65	Cc1nc(SCc2nc3ccccc3[nH]2)c2oc3cc(Br)ccc3c2n1

Compound	61	62	63	64	65
Coupling enz	.	.	.	.	.
TRPV1 ag	.	.	.	.	.
ASM inhibitor	-4%	22%	33%[activator]	4%	-27%
A-T KAP1 phos	-2%&10%	-15%&14%	-6%	-8%&-7%	-3%

66	Cc1nc(SCc2nc3c([N+](=O)[O-])cccc3[nH]2)c2oc3ccccc3c2n1
67	O=S(=O)(c1ccc2c(c1)OCCO2)C1CCC(S(=O)(=O)c2c(F)cccc2F)CC1 (centres undefined)
68	COc1ccc(OC)c(-c2nnc3n2N=C(c2ccc(OC(F)F)c(OCC4CC4)c2)CS3)c1
69	Cn1nnnc1Sc1ncnc2scc(-c3ccc(-c4ccccc4)cc3)c12
70	Cc1nc(SCc2nc3ccccc3[nH]2)c2oc3ccc(Br)cc3c2n1

Compound	66	67	68	69	70
Coupling enz	.	.	.	.	.
TRPV1 ag	.	.	.	.	.
ASM inhibitor	-3%	2%	-18%	-4%	-13%
A-T KAP1 phos	2%	-1%&4%	-15%	3%	-7%

71	O=C(NNC(=O)c1nc2ccccc2[nH]1)OCc1ccccc1
72	CN(C)C1CCN(Cc2cc(COCc3ccccc3)c3cccnc3c2O)C1 (centres undefined)
73	COc1ccc2c(c1)oc1c(SCc3nc4ccccc4[nH]3)nc(C)nc12
74	COc1cccc(-c2csc3ncnc(Sc4nnnn4C)c23)c1
75	Cc1ccc(NC(=O)CN2C(=O)N/C(=C\c3ccco3)C2=O)cc1

Compound	71	72	73	74	75
Coupling enz	.	.	.	.	.
TRPV1 ag	.	.	.	.	.
ASM inhibitor	2%	7%	-30%	-7%	11%
A-T KAP1 phos	1%	-10%&2%	-2%	-1%	1%

76	O=C1c2ccccc2NC(c2ccc(-c3ccc(C(F)(F)F)cc3)o2)N1O (centres undefined)
77	c1cncc(CNc2ncnc3ccc(-c4ccc5c(c4)OCO5)cc23)c1
78	NC(=O)C1CCN(c2nc(-c3ccccc3N)cs2)CC1
79	c1cncc(CNc2ncnc3ccc(-c4cccnc4)cc23)c1
80	Cc1cccc(CNc2ncnc3ccc(-c4cccnc4)cc23)c1
81	O=C(NN1C(=O)/C(=C/c2cc([N+](=O)[O-])ccc2O)SC1=S)c1ccccc1O
82	O=S(=O)(O)Oc1c[nH]c2ccccc12
83	Cc1ccc(CCNC(=O)c2c[nH]c3ccc(S(=O)(=O)Nc4ccc(C)cc4C)cc3c2=O)cc1

Compound	76	77	78	79	80	81	82	83
Coupling enz	.	.	.	-6	-3	.	.	.
TRPV1 ag	.	.	.	.	.	-3	-1	6
ASM inhibitor	-11%	10%	0%	7%	0%	.	.	.
A-T KAP1 phos	-1%	-3%&-7%	-6%&-2%	-10%&-10%	-8%&-1%	9%	1%	-9%

Not all compounds are listed; the hit share may differ from the screen's.
